# H9c2 protect = protects H9c2 cardiomyocytes from peroxide injury; protection from H2O2 cell death, % at 20 µM; 0.63% of 360,000 active; H2O2 injury protection, ATPLite, 2 h; AID 588492;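 active = compounds giving at least 50% protection of heart cells from peroxide-induced death in the single-dose screen, raw or plate-pattern-corrected value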;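 also: 0% = DMSO wells with peroxide and 100% = DMSO wells without peroxide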
# PDI turbidity = blocks human protein disulfide isomerase activity | PDI insulin aggregation turbidity, A650, 90 min | inhibition, % at 10 µM | 0.052% of 350,000 active;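 active = mean inhibition across replicates of 30% or more, whatever share of single replicates reach that level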;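 also: absorbance from insulin aggregation driven by PDI reduction with DTT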
# MC4R antagonist = human MC4R antagonism in cAMP assay. 0.48% of 360,000 active. inhibition, % at 6.5 µM. MC4R-expressing cells, MTII-stimulated cAMP, LANCE TR-FRET. P32245;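 active = inhibition above its plate's cutoff, the mean of tested wells on that plate plus 3 SD, cut at about 29% in these data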;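 also: 0% = Melanotan II alone and 100% = Melanotan II plus saturating MCL0020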
# Target sequence (P32245 whole entry, looked up): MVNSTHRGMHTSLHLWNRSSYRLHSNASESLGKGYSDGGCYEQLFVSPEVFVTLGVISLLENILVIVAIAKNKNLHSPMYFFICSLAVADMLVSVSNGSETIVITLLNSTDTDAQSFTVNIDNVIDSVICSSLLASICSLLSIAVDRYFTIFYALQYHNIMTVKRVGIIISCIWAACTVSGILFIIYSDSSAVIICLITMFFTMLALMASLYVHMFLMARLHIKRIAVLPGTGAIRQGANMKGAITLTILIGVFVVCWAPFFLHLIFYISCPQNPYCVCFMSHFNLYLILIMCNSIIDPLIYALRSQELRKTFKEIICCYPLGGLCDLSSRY
#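 System: U2OS-MC4R stable cell line; Technique: Eu-cAMP/anti-cAMP TR-FRET, emission 671 nm; Repeats: single well per compound; Also added: Melanotan II; Dosing: one concentration, 6.5 µM nominal; Schedule: 30-min compound, 1-h challenge, 1-h detection, room temperature.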
# Glyco luc inh = N-linked glycosylation inhibition. AID 588692. reporter increase, % at 12.5 µM. D54 ERlucT glycosylation luciferase reporter, 24 h; percent of 100 nM tunicamycin response. 0.23% of 360,000 active;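 active = mean luciferase reporter signal, scaled so untreated is 0 and the glycosylation-blocking control 100, at or above a set limit in every replicate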;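 also: luciferase carries N-glycosylation sites so blocking glycosylation raises the light; 0% = median of neutral control wells and 100% = median of 100 nM tunicamycin wells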
# aDG glyco up = increases alpha dystroglycan glycosylation | Pro5-aDG cells, alpha-DG glycosylation AlphaScreen (IIH6); 0% Pro5, 100% B10-LARGE cell signal | activation, % at 10 µM | 0.22% of 360,000 active;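 active = activation of at least 8% versus controls, or a plate z-score of at least 8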;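 also: Pro5 are CHO cells carrying HIG-tagged alpha-DG that lacks glycosylation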
# ABCB6 inh 2 = human ABCB6 transporter inhibition; Q9NP58; K562-ABCB6 porphyrin accumulation, flow cytometry, 1 h; active compounds read low; fluorescence ratio to DMSO, % at 10 µM; 0.19% of 360,000 active;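 active = fluorescence ratio to DMSO below 75%, the collection mean minus 3 SD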;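 also: signal is porphyrin accumulated inside mitochondria; 100% equals median channel fluorescence of DMSO control wells; lower ratio means ABCB6 inhibition with less porphyrin fluorescence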
# Vif imaging = HIV Vif inhibition | inhibition, % at 7.49 µM | 0.35% of 340,000 active | HEK293T cells, Vif self-association by quenched fluorescence, imaging, 24 h; in the data active = inhibition above about 50%, passing the limit was not always enough; also: some results filed as inactive read as strong as hits
# MC4R barr agon = agonists of human melanocortin 4 receptor (MC4R) beta-arrestin. P32245. U2OS MC4R beta-arrestin complementation, luminescence; percent of melanotan II response, DMSO zero. activation, % at 8.9 µM. 0.98% of 360,000 active. AID 540308;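 active = activation above a per-plate cutoff, the mean activation of sample wells on that plate plus 3 SD, cut at about 8% in these data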
# m5-HT2A agonist = agonists of mouse serotonin 5-HT2A receptor (HTR2A) | P35363 | CHO-K1 mHTR2A beta-arrestin complementation, luminescence; percent of 30 µM serotonin response | activation, % at 7.6 µM | 0.66% of 360,000 active | AID 624169;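 active = activation above a run cutoff, the mean activation of all tested compounds plus 3 SD, cut at about 14% in these data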;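 also: 0% = plate median of compound wells and 100% = 30 µM serotonin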
# Target sequence (P35363 whole entry, looked up): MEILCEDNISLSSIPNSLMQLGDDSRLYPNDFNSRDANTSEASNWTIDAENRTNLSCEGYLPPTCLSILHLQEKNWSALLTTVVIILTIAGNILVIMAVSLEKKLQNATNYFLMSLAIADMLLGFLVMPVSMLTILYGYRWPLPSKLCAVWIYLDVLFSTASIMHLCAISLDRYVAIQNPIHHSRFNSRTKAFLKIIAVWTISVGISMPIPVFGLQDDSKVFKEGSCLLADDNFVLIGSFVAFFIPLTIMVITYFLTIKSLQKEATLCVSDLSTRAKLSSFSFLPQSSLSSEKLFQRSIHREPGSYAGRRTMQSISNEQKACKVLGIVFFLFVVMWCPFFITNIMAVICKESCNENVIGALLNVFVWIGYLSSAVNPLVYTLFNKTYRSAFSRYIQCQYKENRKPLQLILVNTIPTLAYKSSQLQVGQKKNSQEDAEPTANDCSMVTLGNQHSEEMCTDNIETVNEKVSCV
# CaV13 FRET inh = Primary screen for inhibitors of IQ motif and Ca2+-dependent inactivation inhibitor domain binding in CACNA1D, Förster resonance energy transfer in living cells, … | inhibition, % at 12.3 µM | 0.098% of 340,000 active | HEK cells, CFP/YFP FRET ICDI-IQ, plate reader, 10 min; percent FRET-ratio fall versus neutral wells;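 active = mean replicate inhibition of at least 30% and at least 1% of replicates passing that level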;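 also: 0% = median of the neutral control wells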
# * = called active by the depositor; / = no result given.
# Every second line gives: H9c2 protect	PDI turbidity	MC4R antagonist	Glyco luc inh	aDG glyco up	ABCB6 inh 2	Vif imaging	MC4R barr agon	m5-HT2A agonist	CaV13 FRET inh
> CC(=O)OCC1CC(COC(C)=O)C(COC(C)=O)CC1COC(C)=O (stereo not drawn)
 : 7	-13	2	-2	0.0	98	7	0.5	5	-4
> COc1ccc(OC)c(C(=O)c2ccc([N+](=O)[O-])cc2)c1
 : -7	-8	3	-2	-0.3	98	-2	-2.7	2	-5
> O=C(Nc1ccc(S(=O)(=O)NCC2CCCO2)cc1)c1ccc(F)cc1 (stereo not drawn)
 : -15	0	16	-1	0.5	95	1	-1.5	-4	-3
> CNc1snc(C)c1C(=O)OCC(=O)c1cc(F)ccc1OC
 : -13	7	2	2	0.4	91	-6	-0.2	11	-2
> CC(=O)c1ccc(N2CCN(C(=S)Nc3cc(C)ccc3C)CC2)cc1
 : 1	2	0	1	0.8	93	-4	-0.9	4	-3
> CCOC(=O)CSc1nc2nc(Cl)c(Cl)nc2[nH]1
 : -4	-2	3	-3	-0.4	97	-3	-1.3	3	-13
> CCOCCCNC(=O)C(Cc1ccccc1)NS(=O)(=O)c1ccc2c(c1)c(=O)n(C)c(=O)n2C (stereo not drawn)
 : 7	0	-2	1	-0.3	91	3	-2.3	3	4
> CCCNC(=O)c1ccc2nc(-c3ccccc3)c(-c3ccccc3)nc2c1
 : 26	10	10	1	-0.2	84	1	-0.5	-2	-2
> COC(=O)[C@@]1(C)[C@H]2C(=O)N(C)C(=O)[C@H]2[C@H]2CN=C(SCC(=O)c3ccccc3)N21
 : 9	-2	2	10	0.4	95	-5	-1.3	0	-5
> Cc1nnc(SCc2cc(=O)[nH]c(/N=C(\N)Nc3ccccc3Sc3ccccc3)n2)s1
 : -5	-1	4	2	0.0	97	3	-4.2	-3	-3
> CCCCn1c(N)c(N(CCC(C)C)C(=O)C2=COCCO2)c(=O)[nH]c1=O
 : -1	-31	-4	1	-0.2	101	-7	-1.0	5	-3
> Cc1cc(C)n(CC(O)CN(c2ccccc2)S(=O)(=O)c2ccc3ccccc3c2)n1 (stereo not drawn)
 : -2	4	21	0	0.3	97	2	0.8	-5	-5
> O=C(NCc1ccccc1)C(c1ccc(F)cc1)N(C(=O)c1csnn1)C1CCCC1 (stereo not drawn)
 : -12	1	14	-3	0.2	101	13	2.0	-2	-3
> CC1(C)CC(=O)C(C(c2ccc(Br)cc2)C2C(=O)CC(C)(C)CC2=O)C(=O)C1
 : 5	2	6	-2	0.0	95	-2	-0.7	-3	-1
> CC(=O)Nc1ccc(OCCC[n+]2ccccc2)cc1
 : 2	-5	-1	1	0.7	97	-2	-2.0	-3	-5

# Next part (two carried over from the part before).
# Every second line gives: H9c2 protect	PDI turbidity	MC4R antagonist	Glyco luc inh	aDG glyco up	ABCB6 inh 2	Vif imaging	MC4R barr agon	m5-HT2A agonist	CaV13 FRET inh
> CC1(C)CC(=O)C(C(c2ccc(Br)cc2)C2C(=O)CC(C)(C)CC2=O)C(=O)C1
 : 5	2	6	-2	0.0	95	-2	-0.7	-3	-1
> CC(=O)Nc1ccc(OCCC[n+]2ccccc2)cc1
 : 2	-5	-1	1	0.7	97	-2	-2.0	-3	-5
> CCOc1ccc(-c2nnc(SCC(=O)NC3CC3)o2)cc1
 : 2	-14	18	-2	-0.1	98	26	-2.3	4	-2
> CCN1CCc2nc(NC(=O)Cc3ccc4c(c3)OCCO4)sc2C1
 : 0	8	13	1	-0.1	102	11	-0.9	1	-5
> C/C(Cc1ccccc1)=N\NC(=O)CNC(=O)c1ccc(Cl)cc1Cl
 : -4	13	-4	2	0.0	96	-1	-1.1	-2	-4
> CC(C(=O)NC1CCCCC1)N1CCN(S(=O)(=O)c2cccs2)CC1 (stereo not drawn)
 : 9	-10	2	2	0.1	92	-1	-0.8	3	-7
> C=CCC[C@H](Cc1ccc(F)cc1)C(=O)OC[C@@H](Cc1c[nH]c2ccccc12)NC(=O)[C@@H](CC=C)CC(=O)N[C@H](CO)Cc1ccccc1
 : 8	2	5	2	0.8	96	-4	0.6	2	-4
> O=C(CCCOc1ccccc1)n1nnc2ccccc21
 : -1	-2	1	1	0.1	94	/	-1.5	-3	-7
> CCc1ccc(N2CC(C(=O)Nc3ccc(F)cc3)CC2=O)cc1 (stereo not drawn)
 : 1	3	3	3	0.0	95	-7	2.1	-8	-2
> Cc1noc(C)c1-c1ccc(C(=O)Nc2cccc(C(F)(F)F)c2)c2occc12
 : -2	-28	9	-1	0.2	97	-11	0.4	-5	-5
> NC(=O)CC(NC(=O)Cc1ccc(Cl)cc1)c1ccc(N2CCC(Cc3ccccc3)CC2)c([N+](=O)[O-])c1 (stereo not drawn)
 : -8	-10	6	2	-0.2	93	4	5.2	0	-10
> Nc1nc(-c2ccccn2)nc(N)c1Cc1c(F)cccc1Cl
 : 21	2	2	9	8.0*	99	-1	-0.2	-6	-5
> CCOc1ccc(N(CC(=O)Nc2cccc(N(C)S(C)(=O)=O)c2)S(=O)(=O)c2ccccc2)cc1
 : 10	13	1	-2	-0.4	100	1	1.1	-7	-3
> CCOC(=O)C1CCN(C(=O)C2CCN(S(=O)(=O)c3ccc4ccccc4c3)CC2)CC1
 : -4	17	16	/	0.0	88	/	2.2	-1	-7
> COc1nc(-c2ccccc2)cc(-c2ccccc2)n1
 : 11	13	14	0	0.4	89	-16	4.1	-4	0
> COc1ccc(S(=O)(=O)N2CCCCC2)cc1NC(=O)C1CC(=O)N(Cc2ccco2)C1 (stereo not drawn)
 : 3	2	7	0	-0.2	101	5	0.6	1	-17
> CCOC(=O)c1cccc2c(=O)c(C(=O)c3ccc(Cl)cc3)c(C(=O)OC)[nH]c12
 : 3	1	5	2	-0.3	100	20	-2.0	0	-1

# One compound at a time, as listed above. Screens in order: H9c2 protect | PDI turbidity | MC4R antagonist | Glyco luc inh | aDG glyco up | ABCB6 inh 2 | Vif imaging | MC4R barr agon | m5-HT2A agonist | CaV13 FRET inh
# COc1nc(-c2ccccc2)cc(-c2ccccc2)n1 as listed: 11 | 13 | 14 | 0 | 0.4 | 89 | -16 | 4.1 | -4 | 0
# CCOC(=O)c1cccc2c(=O)c(C(=O)c3ccc(Cl)cc3)c(C(=O)OC)[nH]c12 as listed: 3 | 1 | 5 | 2 | -0.3 | 100 | 20 | -2.0 | 0 | -1
# CCc1ccc(N2CC(C(=O)Nc3ccc(F)cc3)CC2=O)cc1 (stereo not drawn) as listed: 1 | 3 | 3 | 3 | 0.0 | 95 | -7 | 2.1 | -8 | -2
# C=CCC[C@H](Cc1ccc(F)cc1)C(=O)OC[C@@H](Cc1c[nH]c2ccccc12)NC(=O)[C@@H](CC=C)CC(=O)N[C@H](CO)Cc1ccccc1 as listed: 8 | 2 | 5 | 2 | 0.8 | 96 | -4 | 0.6 | 2 | -4
# C/C(Cc1ccccc1)=N\NC(=O)CNC(=O)c1ccc(Cl)cc1Cl as listed: -4 | 13 | -4 | 2 | 0.0 | 96 | -1 | -1.1 | -2 | -4

# Following part:
# Every second line gives: H9c2 protect	PDI turbidity	MC4R antagonist	Glyco luc inh	aDG glyco up	ABCB6 inh 2	Vif imaging	MC4R barr agon	m5-HT2A agonist	CaV13 FRET inh
> CC1(C)CC(=O)c2cn3nc(C(F)(F)F)nc3nc2C1
 : -2	-6	20	-1	0.0	97	0	-0.5	-4	/
> Oc1ccccc1C(=S)N1CCN(c2cccc(Cl)c2)CC1
 : -6	-2	0	-2	-0.1	97	2	1.8	-7	-1
> Cc1ccc(S(=O)(=O)Nc2ccccc2C(=O)Nc2nc(-c3ccc(F)cc3)cs2)cc1
 : -10	3	17	-11	0.6	94	-21	-0.4	5	-6
> O=C(c1ccccc1)c1cccc(NC(=O)c2ccco2)c1
 : -2	-4	15	-3	0.2	95	/	-1.4	3	/
> CCOc1cc(N2CCOCC2)c(OCC)cc1NC(=S)NCCCOC
 : 4	0	26	2	0.0	97	4	-1.7	2	-2
> O=C(NC1CCCCC1)c1ccc(CS(=O)Cc2ccccc2Cl)o1 (stereo not drawn)
 : 7	2	11	0	-0.1	101	-6	-2.8	0	-4
> C=CCNc1nc(NCc2ccc(N(C)C)cc2)c2sc(-c3ccccc3)cc2n1
 : -9	-2	-5	-10	0.4	99	-9	-0.2	-8	-5
> O=[N+]([O-])c1cccc(S(=O)(=O)Nc2ccc(-c3ccc(N4CCOCC4)nn3)cc2)c1
 : -2	7	18	1	-0.3	99	-10	-2.7	2	-6
> COc1cc(C(=O)NCC(=O)OCc2cc(=O)oc3c(C)c(C)ccc23)cc(OC)c1OC
 : 4	-2	2	2	0.1	96	16	-0.6	5	-3
> COc1ccc(S(=O)(=O)NC(N)=NCCc2ccccc2OC)cc1
 : -9	1	-5	0	0.1	91	-13	0.4	-6	5
> Cc1nc(COc2ccc(C(=O)NCc3ccccc3CN3CCCCC3)cc2)cs1
 : -1	1	-3	-6	1.3	99	-5	-3.6	-5	-6
> Cc1ccc(C(=O)NC2CCCC2)s1
 : -3	2	-3	2	-0.3	98	10	0.3	3	/
> CCCCn1c2ccc(C)cc2c2nnc(SCCN3CCCCC3)nc21
 : -12	7	15	-7	-0.2	99	-9	0.8	-15	-4
> COc1ccccc1-c1nnc(SCc2nc3ccccc3s2)n1C
 : 3	-3	-3	-4	0.1	103	/	1.6	13	-8
> C=CCSc1nc(=O)n2ccccc2n1
 : 5	-4	16	-1	-0.1	99	-4	-1.6	5	-2
> CCOC(=O)c1cnc(-n2nc(C)cc2C)nc1N1CCOCC1
 : 2	-3	1	1	0.4	80	6	-2.3	-4	-4
> CN(CC(=O)Nc1ccc(N2CCOCC2)cc1)C(=O)C1CCCC1
 : 2	6	11	2	0.2	93	-6	-2.1	-2	3

# Entries listed so far shown as hits in aDG glyco up:
Structure	PDI turbidity	MC4R antagonist	Glyco luc inh	aDG glyco up	ABCB6 inh 2	Vif imaging	MC4R barr agon	m5-HT2A agonist	CaV13 FRET inh
Nc1nc(-c2ccccn2)nc(N)c1Cc1c(F)cccc1Cl	2	2	9	8.0*	99	-1	-0.2	-6	-5

# High-throughput results (PubChem)
